# GC-B act: GC-B (human) receptor activation. HEK293-GC-B cells, CNP EC30, cGMP TR-FRET; 0% at EC30 CNP, 100% saturating CNP. activation, % at 10 µM. 0.11% of 370,000 active. AID 1920062;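 active means activation at 10 µM reaching about 35% in either raw or pattern-adjusted values, limit read from the data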
# Target sequence (P20594 whole entry, looked up): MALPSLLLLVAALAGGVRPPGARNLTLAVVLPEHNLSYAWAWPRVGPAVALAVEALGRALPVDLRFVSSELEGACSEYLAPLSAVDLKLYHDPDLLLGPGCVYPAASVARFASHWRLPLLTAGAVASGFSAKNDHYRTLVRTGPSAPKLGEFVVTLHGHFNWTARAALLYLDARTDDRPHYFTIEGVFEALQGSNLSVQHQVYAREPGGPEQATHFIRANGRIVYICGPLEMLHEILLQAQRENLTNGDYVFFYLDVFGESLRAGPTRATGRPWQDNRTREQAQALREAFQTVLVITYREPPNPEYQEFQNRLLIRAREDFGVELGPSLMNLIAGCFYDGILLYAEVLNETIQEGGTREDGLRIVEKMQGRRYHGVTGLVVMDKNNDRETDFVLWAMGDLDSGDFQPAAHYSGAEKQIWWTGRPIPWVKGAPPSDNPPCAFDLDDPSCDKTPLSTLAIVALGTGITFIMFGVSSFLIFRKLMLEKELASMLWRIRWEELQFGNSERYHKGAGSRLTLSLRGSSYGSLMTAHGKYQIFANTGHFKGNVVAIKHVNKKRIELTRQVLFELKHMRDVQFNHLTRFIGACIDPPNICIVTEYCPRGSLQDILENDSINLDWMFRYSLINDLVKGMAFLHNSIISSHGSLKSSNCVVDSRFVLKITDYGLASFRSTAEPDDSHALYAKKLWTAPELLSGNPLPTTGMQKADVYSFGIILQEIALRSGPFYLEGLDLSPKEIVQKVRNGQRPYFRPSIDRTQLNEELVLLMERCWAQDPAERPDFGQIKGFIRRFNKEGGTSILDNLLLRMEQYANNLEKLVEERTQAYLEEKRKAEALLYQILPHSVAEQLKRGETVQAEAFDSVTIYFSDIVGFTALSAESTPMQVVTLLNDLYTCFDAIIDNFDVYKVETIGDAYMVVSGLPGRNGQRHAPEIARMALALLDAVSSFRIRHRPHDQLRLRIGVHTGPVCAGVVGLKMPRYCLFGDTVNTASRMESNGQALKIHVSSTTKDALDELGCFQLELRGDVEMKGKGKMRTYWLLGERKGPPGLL
# TCR-CD3 inh: inhibitors of human TCR-CD3 interaction; TAMRA-labeled TCR probe fluorescence, biochemical; inhibition, % at 9.4 µM; 0.37% of 360,000 active; AID 651800; in the data active means inhibition above about 19%;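 further: recombinant mutant TCR 2C K166C tagged with TAMRA read by polarization; 0% = receptor in buffer alone and 100% = receptor with positive control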
# SIAE primary: blocks human sialic acid acetylesterase | Q9HAT2 | SIAE FP-Rh probe binding, fluorescence polarization | inhibition, % at 9.66 µM | 0.69% of 370,000 active | AID 1053197;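 active means inhibition above a cutoff: mean of compounds within the control limits plus 3 SD of those, cut at about 17% in these data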;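 further: 0% = plate median of compound wells and 100% = probe without SIAE protein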
# rCAG RNA binder: r(CAG) repeat RNA binding. TO-PRO-1 dye displacement fluorescence. inhibition, % at 3 µM. 1.3% of 370,000 active. AID 651821;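 active means inhibition above the plate cutoff, the mean of all test compounds on that plate plus 3 SD, cut at about 35% in these data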;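 further: 0% = DMSO alone and 100% = 100 µM mitoxantrone as full dye displacement; higher means more dye released from RNA so lower well fluorescence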
# NPR1 activator: GC-A (human) enzyme activation; P16066; HEK293 GC-A cells, cGMP TR-FRET, EC30 ANP; 0% at EC30 ANP, 100% saturating ANP; activation, % at 10 µM; 0.14% of 370,000 active; AID 1671463; in the data active means activation above about 40%
# HTRA1 inh: HTRA1 (human) protease inhibition; Q92743; recombinant HTRA1, FP-rhodamine activity-based probe, fluorescence polarization; inhibition, % at 5.96 µM; 0.5% of 340,000 active; AID 504803; in the data active means inhibition above about 36%;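 further: 0% = enzyme with DMSO and 100% = wells lacking enzyme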
# MBD2 inh: inhibitors of human MBD2 binding to methylated oligonucleotide; Q9UBB5; TR-FRET; inhibition, % at 4.4 µM; 0.31% of 370,000 active; in the data active means inhibition above about 13%
# PRMT1 FP inh: PRMT1 (human) inhibition, primary screen; inhibition, % at 2.79 µM; 1.3% of 370,000 active; recombinant PRMT1, activity-based probe fluorescence polarization; AID 652257; Q99873;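 active means inhibition above about 21% made by adding two undisclosed values, limit read from the data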
# ABHD4 inh: inhibits mouse alpha/beta hydrolase domain 4; 0.54% of 370,000 active; purified mABHD4, FP-Rh probe fluorescence polarization; Q8VD66; inhibition, % at 8.92 µM; AID 720543;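 active means inhibition exceeding the mean over every tested compound plus 3 SD, cut at about 30% in these data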;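 further: 0% = plate median of compound wells and 100% = S159A mutant with DMSO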
#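 Assay system: Wild-type mouse ABHD4 protein | Medium: HEPES pH 7.0 buffer, 150 mM NaCl, 0.01% Pluronic F-127 | Incubation: Enzyme–compound pre-incubation 45 min, then probe 60 min, both 25 °C | Technique: Fluorescence polarization with parallel and perpendicular emission, 525/598 nm | Evaluation: % inhibition of FP-Rh probe binding versus controls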
# UHRF1 MBD2 ctr: UHRF1 methyl-DNA binding inhibition | Q96T88 | UHRF1 binding to methylated oligo, TR-FRET | inhibition, % at 4.4 µM | 0.75% of 370,000 active; in the data active means inhibition above about 21%;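 further: UHRF1 SRA domain binding a hemimethylated CpG hairpin DNA probe; 0% = median of test compound wells and 100% = reference inhibitor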
# The depositor's hits bear a star; . = no result given. Only part of the results is shown; count on the stated rates, not on these rows.
mol	ABHD4 inh	HTRA1 inh	NPR1 activator	TCR-CD3 inh	PRMT1 FP inh	rCAG RNA binder	SIAE primary	UHRF1 MBD2 ctr	MBD2 inh	GC-B act
CCSc1nc(O)c(C2OC(=O)c3c2ccc(OC)c3OC)c(=O)n1CC (centres undefined)	3	-3	4	-1	-2	2	6	1	-1	0
c1coc(CSCc2cn3cccnc3n2)c1	5	-4	1	2	5	1	6	1	6	-1
CCN(c1cccc(C)c1)c1ncnc2nc[nH]c12	-3	11	1	-2	-7	6	-7	0	-1	0
C/C(=N\NC(=O)CSCc1ccc([N+](=O)[O-])cc1)c1cccc(Br)c1	-1	1	1	5	-2	2	-2	-4	2	-4
COc1ccccc1-c1ccc([C@@H]2C[C@H]3[C@H](CON3C)CN2C(=O)c2ccco2)cc1	6	0	5	-9	6	3	3	0	6	5
CCOC(=O)C1(CC2CC2)CCN(Cc2cnc(-c3ccc(OC)cc3)nc2)CC1	-2	-9	4	0	1	-9	0	0	0	-5
Cc1ccc(C2=NC3(CCCCCC3)NC2=S)cc1	3	6	3	0	-1	-1	-6	-1	-6	-2
COc1cccc(-c2ccc(NC(=O)C3CCCN(Cc4ccccn4)C3)cc2)c1 (centres undefined)	-7	-4	-4	1	2	4	-2	-1	-1	-7
O=C(O)CCC(=O)Nc1ccc(SSc2ccc(NC(=O)CCC(=O)O)cc2)cc1	4	5	3	-5	92*	19	-5	0	4	2
COc1ccc(OC)c(NC(=O)CSc2nnc(CNC(=O)c3ccccc3F)o2)c1	-4	-2	0	6	1	-2	9	1	1	7
COCC1CCN(C(=O)c2ccc3nc(Cc4cccc(Cl)c4)oc3c2)CC1	-1	-1	-1	5	-3	6	1	-3	-1	1
O=C(CSc1nn(-c2ccc(F)cc2)c(=S)s1)NC(=O)NCc1ccco1	-2	-17	2	-4	6	4	3	2	-5	-6
COCCCNC(=O)c1c[nH]c2ccc(S(=O)(=O)N3CCC4(CC3)OCCO4)cc2c1=O	1	-1	1	-3	-3	-1	5	6	2	3
CCOc1ccccc1NC(=O)N1CCCC1C(=O)Nc1nnc(CC)s1 (centres undefined)	-1	-3	-3	0	2	-4	3	3	2	1
O=C(CN1CCN(C(=O)c2c(F)cccc2F)CC1)Nc1ccccc1F	0	1	2	4	0	-2	4	1	-6	4
CCC(=O)Nc1ccc(S(=O)(=O)Nc2cc(C)on2)cc1	7	-1	-2	6	4	-1	-2	-1	-1	1
CCc1ccc(CNn2cnnc2SCC(=O)NC(C)(C)C)cc1	2	-3	2	5	-3	8	4	1	-2	2
COc1ccc(/C(O)=C2/C(=O)C(=O)N(c3ncccn3)C2c2ccc(C(C)(C)C)cc2)cc1 (centres undefined)	-1	.	1	-1	-3	7	5	-1	3	-3
CSCC(CO)NS(=O)(=O)c1ccc(C)cc1 (centres undefined)	2	3	5	-5	0	1	-4	2	0	-3
O=C(Nc1ccc(F)cc1)c1nc[nH]c1C(=O)Nc1ccc([N+](=O)[O-])cc1	-5	-9	0	9	-2	3	0	-1	1	-10

# 3 entries out of the list, arranged by molar mass, falling:
mol	ABHD4 inh	HTRA1 inh	NPR1 activator	TCR-CD3 inh	PRMT1 FP inh	rCAG RNA binder	SIAE primary	UHRF1 MBD2 ctr	MBD2 inh	GC-B act
COc1cccc(-c2ccc(NC(=O)C3CCCN(Cc4ccccn4)C3)cc2)c1 (centres undefined)	-7	-4	-4	1	2	4	-2	-1	-1	-7
COCC1CCN(C(=O)c2ccc3nc(Cc4cccc(Cl)c4)oc3c2)CC1	-1	-1	-1	5	-3	6	1	-3	-1	1
CCOc1ccccc1NC(=O)N1CCCC1C(=O)Nc1nnc(CC)s1 (centres undefined)	-1	-3	-3	0	2	-4	3	3	2	1

# Additional compounds
mol	ABHD4 inh	HTRA1 inh	NPR1 activator	TCR-CD3 inh	PRMT1 FP inh	rCAG RNA binder	SIAE primary	UHRF1 MBD2 ctr	MBD2 inh	GC-B act
COc1cc(OC)cc(C(=O)N[C@H](C(=O)Nc2nc3ccc(S(C)(=O)=O)cc3s2)C(C)C)c1	5	9	-5	-1	-4	2	1	-3	-2	3
COCCN1CC(C(=O)NCc2ncccc2C)CCC1=O (centres undefined)	3	-2	2	1	3	-3	-4	1	-3	7
CCc1nnc(NC(=O)CSc2nc(-c3ccc(OC)cc3)ns2)s1	-1	5	-3	3	-2	0	-5	-2	-4	-8
S=c1nc(C2COc3ccccc3O2)[nH][nH]1 (centres undefined)	-1	10	3	0	16	6	1	2	2	-1
Cc1ccc(S(=O)(=O)Oc2ccccc2/C=N/N=C(N)N)cc1	-2	-7	-3	6	-3	17	21*	0	1	-1
Cc1ccc2c(c1)[C@@H]1CN(C)CC[C@@H]1N2S(=O)(=O)c1ccc(F)cc1	2	-1	-2	0	3	0	1	-4	-6	-2
CC(=O)N1CCN(C(=S)NC(=O)c2ccc(S(=O)(=O)N3CCOCC3)cc2)CC1	-1	5	0	0	0	4	-3	-1	-4	3
O=C(Oc1ccc(N(Cc2cccs2)C2=NS(=O)(=O)c3ccccc32)cc1)c1ccccc1	1	6	1	-5	0	1	-1	0	-2	9
O=Nc1c2ccc[nH]c-2c2ccc([N+](=O)[O-])cc12	-7	-9	13	-3	2	0	-18	2	7	-4
CC(=O)NCCNS(=O)(=O)c1ccc(C)c([N+](=O)[O-])c1	0	4	2	0	1	-1	3	0	3	2
N/C(=N\OC(=O)Nc1ccc(Cl)cc1)c1ncc(C(F)(F)F)cc1Cl	-10	-1	17	-4	-2	1	2	1	-5	-2
O=C(C[n+]1cccc(NC(=O)c2ccccc2)c1)c1ccccc1	5	3	0	4	0	4	1	2	2	3
O=C(O)c1ccc(-c2ccccc2)[nH]1	-3	1	5	5	1	0	6	0	2	-4
COc1ccc2c(c1)C1=C(CC2)C(c2ccc(C)cc2)NC(=S)N1 (centres undefined)	1	-35	10	-4	5	2	2	-3	-1	7
O=C(Nc1ccc(Oc2cccnc2)nc1)c1ccc(C(F)(F)F)cc1	-10	-1	-4	-6	3	-3	-1	2	5	-6
COc1ccc(NC(=O)Nc2ccc(F)cc2F)cc1	2	6	3	5	-1	-1	2	-1	-1	6
O=C(c1ccco1)N1CCN(Cc2nc3cc(Cl)ccc3c(=O)[nH]2)CC1	3	5	-3	-8	2	-4	-5	1	4	-7
C#CCOCCOCCOCCNc1nc(N2CCOCC2)nc(N2CCN(C(=O)CCCCCCCCCCNC(=O)[C@@H](CCC(=O)O)n3cc(CCCCCN)nn3)CC2)n1	-5	1	3	-7	5	1	1	1	-5	3
COc1ccc(C(=O)CSc2nnc(CNC(=O)c3ccc(S(=O)(=O)N(C)C)cc3)o2)cc1	1	-2	0	0	5	4	-3	-1	-6	-3
O=C1NC[C@H](CCCCN2C[C@H](Cc3ccc(O)cc3)N(CCc3ccc(O)cc3)C(=O)C2=O)N(CCc2ccc(O)cc2)C1=O	5	.	0	6	-3	2	6	-1	-2	1
Fc1ccc(OCCCCCCN2CCCC2)cc1	7	5	5	1	-4	-3	-4	-4	-4	5
O=C(COC(=O)C1CCCN1C(=O)C12CC3CC(CC(C3)C1)C2)c1ccc(Br)cc1 (centres undefined)	1	-26	-5	7	0	2	1	3	2	-5
Cc1cccc(NC(=O)c2nc[nH]c2C(=O)N[C@@H](C)C(=O)OCc2ccccc2)c1	-19	-25	4	-8	0	11	-1	-1	-5	-4
O=C(NCc1nnnn1-c1ccc(F)cc1)C(=O)c1c[nH]c2ccccc12	3	-3	0	0	-1	5	5	-1	-1	3
C/C(=N/NC(=O)Cn1nc2ccccc2n1)c1ccc(F)cc1	11	0	5	-3	1	-3	4	11	2	-4
COC(=O)c1ccc([N+](=O)[O-])c(CS(=O)(=O)c2ccc(Cl)cc2)c1	2	3	0	2	2	-2	3	0	3	-1
O=C(c1cccc(S(=O)(=O)Nc2ccc(Br)cc2)c1)N1CCC1	-6	-3	-4	0	4	7	1	5	9	-2
COC(=O)c1sc(NC(=O)c2ccc(OC)cc2OC)nc1C	-1	2	21	9	1	0	-6	-2	-6	0
COC(=O)[C@]12C[C@H](CC(=O)NCCCN3CCCC3=O)C(=O)N(CCc3ccc(OC)c(OC)c3)C1=C[C@H](C(C)(C)C)O[C@@H]2C	3	.	2	.	-5	-3	7	5	1	1
Cc1cc(C)n2nc(N)c(N=Nc3cccc(Cl)c3)c2n1	-3	0	6	-4	58*	10	-6	-4	3	-8
Cc1cc(C)nc(NC(=NCCc2c[nH]c3ccccc23)NC(=O)Nc2ccccc2)n1	-19	-53	2	4	-1	8	-10	4	-1	6
Cc1ccc(S(=O)(=O)N2CCOCC2)cc1NC(=O)COC(=O)CNC(=O)c1ccc(Cl)cc1Cl	-3	1	-3	2	-5	-2	-7	0	-3	-3
Cc1ccc(C(=O)OCC(=O)N2c3ccccc3NC(=O)C2(C)C)cc1S(=O)(=O)N1CCCCC1	-4	4	7	7	1	4	3	2	4	8
CC(Nc1ccc(Br)cc1)C(=O)Nc1cccc(S(=O)(=O)N2CCOCC2)c1 (centres undefined)	-6	-13	1	1	1	6	-2	1	0	5
COc1ccc(CCNC(=O)CCC(=O)N2CCOc3ccc(C)cc32)cc1OC	-3	6	-2	-7	-3	-2	1	0	0	-1
COc1cn(-c2ccccc2)nc1C(=O)OCC(=O)Nc1ccc(C)c(C)c1	-17	-4	7	-10	5	-1	6	2	6	8
CCOCCCNC(=O)C1(O)c2cc(Br)ccc2NC(=O)N1c1ccc(C)c(C)c1 (centres undefined)	3	-2	-2	2	-2	15	-8	1	-4	2
COc1cc2ccccc2cc1C(=O)N/N=C/c1cccnc1	4	-5	-1	11	-3	-1	-6	-4	-1	-1
O=C1NC[C@H](Cc2ccc(O)cc2)N(C[C@@H]2CCCN2C[C@H](Cc2ccccc2)N2C[C@H](Cc3ccccc3)N(CC3CCCCC3)C(=O)C2=O)C1=O	1	.	3	-4	1	11	10	5	5	-2
COc1ccc(OC)c(/C=C/C(=O)NC2=NCCS2)c1	3	1	5	4	-1	-1	-6	1	-4	0
CN(C)C(CNC(=O)c1cccc(OC(F)F)c1)c1ccco1 (centres undefined)	-3	3	3	-5	3	14	12	-1	-3	5
O=C(O)c1cccc(-c2csc(C(O)(c3ccccc3)C(F)(F)F)n2)c1 (centres undefined)	-5	.	2	2	3	8	-3	1	-3	3
CCOC(=O)C1=C(C)N(C)C(=O)NC1c1cc2c(cc1Br)OCO2 (centres undefined)	0	6	-11	5	-1	1	1	-3	-5	-18
Cc1nc2c(n1O)CCC/C2=N\O	4	2	6	11	0	2	2	1	-5	0
CC(C)c1ccc2oc(-c3cc(N)ccc3O)nc2c1	14	32	3	1	16	12	14	-5	2	-1
CCOC(=O)c1ccc2c(c1)n(CC)c(/C=C/N(C)c1ccccc1)[n+]2CC	2	4	10	3	-2	2	2	2	-3	5
Cc1ccc(NC(=O)CN2C(=O)S/C(=C\c3cc(C)n(-c4ccc(C(=O)O)cc4)c3C)C2=O)cc1	-43	-39	-6	3	1	68*	-5	-2	-2	3
COc1cccc(NC(=O)CN(C)C(=O)CCCc2nc3ccccc3c(=O)[nH]2)c1	9	-5	0	5	-2	1	-3	-2	-6	7
Cc1ccc(CN2Cc3cccc4c3[C@@H](CC2=O)[C@H](O)[C@H](O)C4)cc1	-3	4	0	1	0	2	9	0	3	0
O=S(=O)(Nc1ncnc2scc(-c3ccc(F)cc3)c12)c1cc(F)ccc1F	-3	-16	1	2	-4	54*	-8	1	4	0
COc1ccc(C(C)=O)cc1COC(=O)c1c(C)nn(-c2ccccc2)c1C	-14	-28	-2	-3	2	-2	-10	0	4	-2

# From PubChem BioAssay
